Compound activity (PubChem BioAssay)
DAGLB inh – DAGLB lipase inhibitors, primary screen, biochemical, fluorescence, HTS. Diacylglycerol lipase-beta (Homo sapiens), Q8NCG7. HEK293T DAGLB membrane lysate, EnzChek fluorogenic substrate. inhibition, % at 5.17 µM. 340,000 tested, 0.059% active. AID 504411, 2011; in the data active = inhibition above about 34%;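 also: 0% = enzyme with vehicle and 100% = wells lacking enzyme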
Target sequence (Q8NCG7 whole entry, looked up): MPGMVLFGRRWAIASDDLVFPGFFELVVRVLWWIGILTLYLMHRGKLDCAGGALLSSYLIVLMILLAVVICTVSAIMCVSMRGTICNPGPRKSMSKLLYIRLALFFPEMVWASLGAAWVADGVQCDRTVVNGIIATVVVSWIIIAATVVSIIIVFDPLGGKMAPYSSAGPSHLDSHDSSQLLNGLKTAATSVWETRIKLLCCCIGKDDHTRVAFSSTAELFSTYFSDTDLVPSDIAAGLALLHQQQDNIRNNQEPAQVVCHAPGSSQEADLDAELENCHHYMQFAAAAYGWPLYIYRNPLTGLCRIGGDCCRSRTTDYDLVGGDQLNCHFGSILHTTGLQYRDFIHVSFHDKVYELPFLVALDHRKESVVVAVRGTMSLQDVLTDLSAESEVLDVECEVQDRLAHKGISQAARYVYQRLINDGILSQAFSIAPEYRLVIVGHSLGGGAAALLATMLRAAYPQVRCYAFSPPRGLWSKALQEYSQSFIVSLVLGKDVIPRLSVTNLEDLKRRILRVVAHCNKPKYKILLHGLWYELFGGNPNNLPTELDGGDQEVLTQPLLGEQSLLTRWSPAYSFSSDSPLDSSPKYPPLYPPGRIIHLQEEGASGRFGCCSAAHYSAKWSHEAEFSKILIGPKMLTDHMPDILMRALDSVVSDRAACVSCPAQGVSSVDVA
Wnt act – Wnt/beta-catenin pathway activators, primary screen, cell-based, plate reader, single point; Wnt/beta-catenin reporter cell assay, activator; activation, % at 9.35 µM; 300,000 tested, 1.2% active; AID 743398, 2014; in the data active = activation above about 30%, passing the limit was not always enough; inconclusive = no clear call, values can overlap the other calls;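 also: 0% = neutral control wells and 100% = positive control wells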
phage Ecoli inh – growth loss of phage-infected E. coli, primary screen, RecBCD inhibitor project, absorbance, with phage, HTS. inhibition, % at 11.9 µM. 360,000 tested, 0.26% active. AID 651602, 2012; in the data active = inhibition above about 11%
PfHsp90 yeast 2 – growth inhibition of PfHsp90-expressing yeast, primary screen, antimalarial PfHsp90 inhibitor project, S. cerevisiae, BacTiter-Glo luminescence, single point, set 2 | BacTiter-Glo ATP, 48 h; yeast lacking PDR1 and PDR3 efflux regulators | AID 504621, 2011 | 310,000 tested, 0.32% active | inhibition, % at 9.4 µM;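 active = every replicate shows inhibition above about 80%, whatever the replicate mean, limit read from the data; inconclusive = mean inhibition reaches the set limit but some replicate falls short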;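 also: 0% = DMSO neutral controls and 100% = 20 µM radicicol positive controls; yeast relying on Plasmodium falciparum Hsp90 in place of its own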
PvdQ acylase – P. aeruginosa PvdQ acylase inhibitors, primary screen, biochemical, fluorescence, plate reader and imaging, single point; 340,000 tested, 0.063% active; PvdQ acylase [Pseudomonas aeruginosa LESB58]; purified PvdQ acylase; inhibition, % at 10 µM; in the data active = inhibition above about 30%, passing the limit was not always enough; inconclusive = no clear call, values can overlap the other calls;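 also: 0% = vehicle neutral wells and 100% = reference inhibitor wells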
Tat export inh – E. coli Tat export inhibitors, primary screen, MC4100, TorA-mCherry reporter, fluorescence, single point. 340,000 tested, 0.036% active. AID 488895, 2010. inhibition, % at 10 µM;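 active = mean replicate inhibition at least 50% and at least half of replicates individually reaching 50%; inconclusive = only one of the two criteria met; inactive = neither criterion met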;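 also: exported cargo escapes ClpAP degradation while cytoplasmic cargo is degraded and loses fluorescence; 0% = median of neutral control wells and 100% = median of NaSCN control wells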
E coli growth – E. coli V3065 growth inhibition, primary screen, counter-screen for AddAB inhibitor project, absorbance, OD600. 18 h. inhibition, % at 11.9 µM. 330,000 tested, 0.27% active;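 active = inhibition above the campaign's mean inhibition across all tested compounds plus 3 SD, cut at about 9.9% in these data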;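 also: uninfected addAB+ strain grown without phage in ampicillin broth; 0% = DMSO wells and 100% = ciprofloxacin 0.95 µg/ml wells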
AddAB inh – growth inhibition of E. coli expressing H. pylori AddAB, primary screen, AddAB inhibitor project, absorbance | inhibition, % at 11.9 µM | 330,000 tested, 0.29% active | AID 435030, 2010; in the data active = inhibition above about 12%;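 also: 0% = vehicle wells of infected cells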
CAL PDZ inh – CAL PDZ peptide-binding inhibitors, primary screen, biochemical, fluorescence polarization, Cer-tagged CAL PDZ, HTS. Golgi-associated PDZ and coiled-coil motif-containing protein (Homo sapiens), Q9HD26. purified CAL PDZ, TMR-peptide fluorescence polarization, 1 h. inhibition, % at 20 µM. 330,000 tested, 0.02% active. AID 504414, 2011;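 active = highest replicate inhibition of at least 40%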;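 also: plate controls were DMSO neutral control wells for no effect and unlabeled competitor peptide control wells for full effect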
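Assay system – tagged CAL PDZ protein CerCALP, purified · Timing – 1 h at RT · Compound – single point, 20 µM · Measured by – fluorescence polarization from S- and P-plane intensities, G-factor corrected · Evaluation – inhibition from polarization loss · Probe or stimulus – TMR reporter peptide T*-PRC34 · Buffer or medium – pH 7.4 phosphate-saline buffer, reducing agent, detergent, IgG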
Rtt109 Vps75 – inhibitors of C. albicans Rtt109/Vps75 HAT, primary screen, biochemical, ThioGlo CoA-SH fluorescence, plate reader; Histone acetyltransferase RTT109 (Candida albicans (strain SC5314 / ATCC MYA-2876)), …; purified Rtt109/Vps75, 4 h; inhibition, % at 34.9 µM; 330,000 tested, 0.16% active;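 active = inhibition of at least 50% in every replicate; inconclusive = best replicate reaches 50% inhibition but some replicates fall short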
Target sequence (Q5AAJ8 whole entry, looked up): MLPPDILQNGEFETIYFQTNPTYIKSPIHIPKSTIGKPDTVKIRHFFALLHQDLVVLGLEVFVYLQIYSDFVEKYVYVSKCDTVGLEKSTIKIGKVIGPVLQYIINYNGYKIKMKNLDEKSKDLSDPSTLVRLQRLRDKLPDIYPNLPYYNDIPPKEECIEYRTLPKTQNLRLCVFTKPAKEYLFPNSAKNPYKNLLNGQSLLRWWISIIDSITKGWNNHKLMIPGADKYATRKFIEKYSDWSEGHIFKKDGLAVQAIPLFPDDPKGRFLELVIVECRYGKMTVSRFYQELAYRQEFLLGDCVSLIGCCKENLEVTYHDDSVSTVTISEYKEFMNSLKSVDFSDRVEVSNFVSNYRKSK
* hit, by the source's call; ? = inconclusive; / = no result given.

SMILES	DAGLB inh	Wnt act	phage Ecoli inh	PfHsp90 yeast 2	PvdQ acylase	Tat export inh	E coli growth	AddAB inh	CAL PDZ inh	Rtt109 Vps75
Cc1ccc(N2CC(NC(=O)C3CC3)CC2=O)cc1 (stereo not drawn)	1	0	3.3	/	-11	-2	2.5	4.7	-1.4	-3
Cc1cc(Cl)ccc1OCC(=O)N1C(C)CCCC1C (stereo not drawn)	-4	/	0.7	-4	2	6	1.6	0.9	-0.6	-7
Cc1ccc(NC(=S)N(CCCN2CCCC(C)C2)Cc2ccco2)cc1C (stereo not drawn)	1	-1	1.4	-17	3	-3	0.1	2.8	-2.2	18
O=C(Nc1ccc(NC(=O)c2ccccc2Cl)nc1)c1ccco1	0	9	4.2	14	2	2	-1.2	1.8	-2.5	2
O=S(=O)(NCC1CCCO1)c1ccc(-c2ccc(S(=O)(=O)NCC3CCCO3)cc2)cc1 (stereo not drawn)	-2	-3	2.9	8	-17	0	1.0	3.6	-2.3	-4
COc1ccc(CCNCC(O)COc2cccc(C(C)=O)c2)cc1OC (stereo not drawn)	-3	-2	-2.1	-42	-9	-2	-1.2	-1.5	-1.7	13
Cc1cc(C)nc(NNC(=O)c2ccccc2O)n1	1	-2	2.3	-29	-2	25	-1.0	0.1	-2.1	28
COc1cc(OC)cc(C(=O)N[C@H](C(=O)OCC(=O)c2ccc(C)c([N+](=O)[O-])c2)C(C)C)c1	-6	-3	1.9	-45	-16	5	0.8	-0.2	-0.1	-4
CC(C)c1ccc(C2(O)C(=O)Nc3cc(Br)ccc32)c(O)c1 (stereo not drawn)	0	0	-0.8	15	-12	10	2.0	1.1	-1.3	3
CCn1cc(CCCC(=O)NCc2cccc(OC)c2)c2ccccc21	-3	0	3.8	-20	-10	5	/	/	-1.5	3
Cc1c(NC(=O)c2ccco2)cccc1C(=O)NN1C(=O)c2ccccc2C1=O	-2	0	5.3	/	-2	26	3.2	2.2	-1.4	-1
O=C(N/N=C/c1ccc(OC(F)F)cc1OC(F)F)NC1CCCCC1	0	-1	1.9	13	-9	17	-1.1	-0.2	/	-5
COc1ccc(C2CC(=O)C(C=NCCN3CCN(C(C)=O)CC3)=C(O)C2)cc1 (stereo not drawn)	-3	/	0.6	-20	-7	-5	0.9	-0.6	-0.3	-4
COc1cccc(C(=O)NNC(=O)CCN2CCN(c3ccccc3)CC2)c1	2	-2	2.0	-11	-4	-1	-0.3	0.1	0.6	3
Cc1cccc(NC(=O)c2nc[nH]c2C(=O)N2CCN(C(=O)OC(C)(C)C)CC2)c1	-1	-2	-0.2	8	-7	6	0.3	-0.3	-1.6	-2

Some of these compounds in order of their number in Rtt109 Vps75, lowest first:
| molecule | DAGLB inh | Wnt act | phage Ecoli inh | PvdQ acylase | Tat export inh | CAL PDZ inh | Rtt109 Vps75 |
| --- | --- | --- | --- | --- | --- | --- | --- |
| Cc1cc(Cl)ccc1OCC(=O)N1C(C)CCCC1C (stereo not drawn) | -4 | / | 0.7 | 2 | 6 | -0.6 | -7 |
| Cc1ccc(NC(=S)N(CCCN2CCCC(C)C2)Cc2ccco2)cc1C (stereo not drawn) | 1 | -1 | 1.4 | 3 | -3 | -2.2 | 18 |
| Cc1cc(C)nc(NNC(=O)c2ccccc2O)n1 | 1 | -2 | 2.3 | -2 | 25 | -2.1 | 28 |

Next section:
SMILES	DAGLB inh	Wnt act	phage Ecoli inh	PfHsp90 yeast 2	PvdQ acylase	Tat export inh	E coli growth	AddAB inh	CAL PDZ inh	Rtt109 Vps75
O=C(COc1ccc(Cl)cc1Cl)NCc1ccco1	-5	6	6.1	-11	2	8	3.6	3.9	-1.9	-6
CCC1(c2ccccc2)NC(=O)N(CC(=O)Nc2cccc(C#N)c2)C1=O (stereo not drawn)	-4	/	2.8	/	9	1	-1.7	2.3	-2.1	15
O=c1[nH]c2ccccc2c(=O)n1CCCO	-3	-3	3.3	/	-21	6	-3.9	0.6	-0.8	-3
O=C1OC(c2ccccc2)c2ccccc21 (stereo not drawn)	0	-2	2.3	12	?	-5	-2.0	-0.2	-0.2	1
CC(C)[C@H](NC(=O)c1ccccc1)C(=O)OCC(=O)Nc1ccc2c(c1)OCCO2	3	/	3.2	-1	-4	3	0.4	-0.9	-0.8	0
COc1ccccc1N1CCN(C2=NS(=O)(=O)c3ccccc32)CC1	-1	/	2.9	/	7	8	-4.2	-0.3	-1.1	-6
CC(C)(C)C(=O)c1sc2nc(-c3cccs3)cc(C(F)(F)F)c2c1N	-2	/	2.8	-21	-10	-3	-1.7	0.8	0.5	-2
COc1cc(OC)cc(-c2c(C#Cc3ccsc3)c3cc(-c4ccc(SC)cc4)ccc3n2C)c1	0	2	2.2	27	-12	-3	0.5	1.4	0.9	-3
CCN1CCN(C(=O)N[C@@H](C(=O)N[C@@H]2C(=O)N3C(C(=O)O)=C(CSc4nnnn4C)CS[C@H]23)c2ccc(O)cc2)C(=O)C1=O	4	0	103*	-1	-26	-1	-0.9	-5.1	0.0	-19
O=C(Nc1ccnn1C1CCN(Cc2ccc(CO)o2)CC1)c1ccc2c(c1)OCO2	-2	-2	1.1	-11	-10	5	4.9	2.1	-0.9	-2
CCc1cccc(CC)c1NC(=O)CCCSc1nc2ccccc2s1	-14	-5	3.1	-19	-5	4	0.1	4.6	-0.5	5
CS(=O)(=O)N1CCN(c2ccc(C(=O)N3CCOCC3)cc2[N+](=O)[O-])CC1	2	1	0.6	2	-6	-6	1.0	-0.5	-2.4	-16
COc1ccc(CC(=O)NNC(=O)COc2ccc3ccccc3c2)cc1	2	-3	3.0	-1	0	-11	-1.8	-2.6	-1.0	8
CC(Sc1nnc(-c2ccccc2F)n1C1CC1)C(=O)NC(N)=O (stereo not drawn)	2	-1	-0.3	1	-6	0	0.8	4.4	-3.0	4
COc1cccc(N(CC(=O)NCc2cccnc2)S(C)(=O)=O)c1	1	1	4.2	-9	-5	-5	1.4	0.7	-1.3	-4
C=CCN(CC=C)S(=O)(=O)c1ccc2nsnc2c1	-3	/	0.6	4	7	-1	0.7	0.6	-1.8	34
CCCCCC(=O)N1CCCC1	1	0	-0.2	3	-15	2	/	/	-0.3	1
CCCc1nc(SCC(=O)N2CCN(c3ccccc3)CC2)c2c(=O)n(C)c(=O)n(C)c2n1	-1	-4	2.0	-8	-3	-10	1.6	-1.3	-1.1	2
COc1ccc(-c2cc(=O)c3ccccc3s2)cc1	-6	0	1.2	11	41*	3	1.6	3.0	-6.1	25
COc1ccc(C=O)cc1CSc1ncccc1C(=O)O	0	0	3.7	-2	-1	-2	2.1	-0.2	-0.4	1
CCN(CC(=O)Nc1ccc(NC(C)=O)cc1)C(=O)CCN1C(=O)C2CC=CCC2C1=O (stereo not drawn)	2	-3	3.5	/	0	-5	/	/	-1.1	-10
CCN(C)Cc1c(C(=O)N2CCc3ccccc3C2)nc2ccc(Cl)cn12	0	0	4.7	-3	-13	-7	-1.5	-2.6	-1.8	2
CC1=C(C#N)C2(O)C(=O)c3ccccc3C2(O)N1 (stereo not drawn)	1	0	0.1	-5	-6	-6	-2.3	-2.5	-0.5	-5
Cc1cc(N2C(=O)C(O)=C(C(=O)c3cc4ccccc4o3)C2c2cccs2)no1 (stereo not drawn)	4	5	-1.5	14	-11	-2	-3.8	-2.4	-3.6	2
CC(C)C(=O)Nc1ccc(C(=O)NC2CCSC2=O)cc1 (stereo not drawn)	0	/	2.2	/	-1	13	0.4	1.5	-0.8	-1
Cc1cccc(-n2c(SCC(=O)NC3CCCC3)nnc2-c2ccoc2C)c1	-2	-3	-0.6	-8	6	?	1.1	6.0	-0.6	-2
CC1CCN(C(=O)C(Cc2ccccc2)n2cccc2)CC1 (stereo not drawn)	-4	3	3.6	5	-8	2	-0.3	0.6	1.5	8
Cc1ccccc1N=C1NN=C(c2ccccc2F)CS1	-7	16	3.2	-8	-8	-7	-0.3	0.4	0.0	15
CCOC(=O)/C(C#N)=C/c1ccc(N2CCCCC2)cc1	-8	?	1.9	-24	0	4	-0.2	-2.0	-1.3	-9
CCOC(=O)c1c(NC(=O)CSc2nncs2)sc(C)c1-c1ccccc1	-8	/	1.5	-13	-20	13	-1.7	1.6	-2.6	6
COc1ccc(-c2cc(=O)[nH]c(=O)[nH]2)cc1	-4	6	2.8	/	6	-11	1.7	5.1	0.2	4
Cc1cc(=O)c2ccc(Cl)cc2[nH]1	2	-1	5.2	-21	-12	-10	0.6	5.5	-0.2	3
COc1cccc(CC(=O)Nc2nc3ccccc3[nH]2)c1	-1	1	2.3	/	-3	0	-0.8	1.5	-1.2	7
CCOC(=O)N1CCN(C(=O)c2c[nH]c3ccc(S(=O)(=O)N(C)c4ccccc4C)cc3c2=O)CC1	-2	-2	2.1	-10	-8	1	0.6	1.2	-1.2	-3
CCc1ccccc1OCC(=O)NCC1COc2ccccc2O1 (stereo not drawn)	-14	-2	1.6	/	-5	7	-3.2	0.7	-1.4	-7

In the list so far, 7 have a furan ring, fused or not.
SMILES	DAGLB inh	Wnt act	phage Ecoli inh	PfHsp90 yeast 2	PvdQ acylase	Tat export inh	E coli growth	AddAB inh	CAL PDZ inh	Rtt109 Vps75
Cc1ccc(NC(=S)N(CCCN2CCCC(C)C2)Cc2ccco2)cc1C (stereo not drawn)	1	-1	1.4	-17	3	-3	0.1	2.8	-2.2	18
O=C(Nc1ccc(NC(=O)c2ccccc2Cl)nc1)c1ccco1	0	9	4.2	14	2	2	-1.2	1.8	-2.5	2
Cc1c(NC(=O)c2ccco2)cccc1C(=O)NN1C(=O)c2ccccc2C1=O	-2	0	5.3	/	-2	26	3.2	2.2	-1.4	-1
O=C(COc1ccc(Cl)cc1Cl)NCc1ccco1	-5	6	6.1	-11	2	8	3.6	3.9	-1.9	-6
O=C(Nc1ccnn1C1CCN(Cc2ccc(CO)o2)CC1)c1ccc2c(c1)OCO2	-2	-2	1.1	-11	-10	5	4.9	2.1	-0.9	-2
Cc1cc(N2C(=O)C(O)=C(C(=O)c3cc4ccccc4o3)C2c2cccs2)no1 (stereo not drawn)	4	5	-1.5	14	-11	-2	-3.8	-2.4	-3.6	2
Cc1cccc(-n2c(SCC(=O)NC3CCCC3)nnc2-c2ccoc2C)c1	-2	-3	-0.6	-8	6	?	1.1	6.0	-0.6	-2
